# ALDH1A1 inh: inhibitors of human aldehyde dehydrogenase 1A1; Purified ALDH1A1, NADH fluorescence, propionaldehyde substrate; P00352; Potency, µM (top dose mostly 75.3 µM), without a hit: at the top dose activity, negative = inhibition, actives largely listed as inhibitors; AID 1030; 220,000 tested, 7.3% active; active = well fitted inhibition curve with a large enough effect, not every such curve was filed as active; inconclusive = small, poorly fitted or top-dose-only effect, or another doubt; inactive = no such curve, though single readings can be large or run the other way;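 also: plate controls were no enzyme wells and a reference inhibitor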
# Target sequence (P00352 whole entry, looked up): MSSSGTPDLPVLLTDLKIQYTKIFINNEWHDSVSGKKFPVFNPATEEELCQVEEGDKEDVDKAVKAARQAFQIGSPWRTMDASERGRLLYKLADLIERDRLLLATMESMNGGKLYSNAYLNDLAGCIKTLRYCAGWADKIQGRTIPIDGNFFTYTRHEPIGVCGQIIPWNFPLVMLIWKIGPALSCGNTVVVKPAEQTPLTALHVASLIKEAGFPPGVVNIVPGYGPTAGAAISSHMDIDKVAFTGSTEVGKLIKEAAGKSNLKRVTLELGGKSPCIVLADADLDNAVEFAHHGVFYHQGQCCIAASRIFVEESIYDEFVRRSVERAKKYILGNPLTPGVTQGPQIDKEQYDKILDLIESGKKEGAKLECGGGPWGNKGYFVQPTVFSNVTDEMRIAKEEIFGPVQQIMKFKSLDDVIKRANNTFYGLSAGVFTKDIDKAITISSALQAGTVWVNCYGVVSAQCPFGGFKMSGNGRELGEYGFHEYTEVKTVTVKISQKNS
# aGlu spleen mod: inhibitors or activators of human alpha-glucosidase in spleen homogenate | 240,000 tested, 0.006% active | Potency, µM (highest dose often 79.9 µM), inactives show at the top dose activity change, negative = inhibition, actives largely listed as inhibitors | AID 2112 | human spleen homogenate, 4-MU-alpha-glucoside fluorescence | P10253;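 also: 0% = enzyme with vehicle and -100% = no enzyme basal signal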
#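 Compounds were titrated against alpha-glucosidase in spleen homogenate at pH 5.0, with 1 mM 4-methylumbelliferyl substrate for 40 min at 37 C. Reactions were quenched with pH 10 NaOH/glycine and fluorescence measured.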
# RGS12 GoLoco inh: RGS12 GoLoco-Gai1 interaction inhibition | P63096 | Gai1:RGS12 GoLoco peptide FP, rhodamine, 10 min | Potency, µM (titrated, usually from 61.6 µM), without a hit: at the top dose activity, negative = inhibition, most hits filed as inhibitors | 230,000 tested, 0.44% active; active = well fitted inhibition curve with a large enough effect, not every such curve was filed as active; inactive = no such curve, though single readings can be large or run the other way; also: % is scaled to controls: 0 for no effect and ±100 for the full control effect; nearly all actives have a fitted effect of over 30% in size; many of its hits are not listed in these tables
# KDM4E inh: blocks human JMJD2E demethylase activity | JMJD2E catalytic domain, FDH-coupled NADH fluorescence (FDH is formaldehyde dehydrogenase) | Potency, µM (series often up to 57.1 µM), for the others: at the top dose activity change, negative = inhibition, actives largely listed as inhibitors | 230,000 tested, 1.6% active | B2RXH2; active = well fitted inhibition curve with a large enough effect, not every such curve was filed as active; inconclusive = small, poorly fitted or top-dose-only effect, or another doubt; inactive = no such curve, though single readings can be large or run the other way;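 also: 0% = wells with enzyme and -100% = buffer wells without enzyme; nearly all actives have a fitted effect of over 50% in size; many of its hits are not listed in these tables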
# Target sequence (B2RXH2 1-337 limits assumed): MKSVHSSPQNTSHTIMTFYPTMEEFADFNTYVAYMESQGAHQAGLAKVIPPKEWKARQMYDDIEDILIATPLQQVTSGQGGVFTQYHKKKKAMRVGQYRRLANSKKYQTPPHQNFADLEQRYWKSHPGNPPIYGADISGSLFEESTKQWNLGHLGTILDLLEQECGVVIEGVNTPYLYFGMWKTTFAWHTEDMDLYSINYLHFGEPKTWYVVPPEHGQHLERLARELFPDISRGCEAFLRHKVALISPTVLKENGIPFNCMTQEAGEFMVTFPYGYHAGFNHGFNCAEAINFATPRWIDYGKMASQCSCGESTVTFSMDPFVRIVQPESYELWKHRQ
# SMN2 splice enh: SMN2 splice variant enhancement; HEK293 SMN2-luciferase splicing reporter, luminescence, 30-36 h; Potency, µM (doses to about 46.1 µM), for the others: at the top dose activity change, positive = activation, hits mostly activators; 210,000 tested, 2.8% active; AID 1458; also: % of control where 0% means no effect; nearly all actives have a fitted effect of over 55% in size
#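 HEK293 cells carry an SMN2 minigene-luciferase reporter in which exon 7 inclusion puts luciferase in frame. Cells were seeded at 2000 cells/well, attached for 10-12 hours, then exposed to compounds for 30-36 hours at 37C before ONE-Glo luminescence.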
# GAA inhib: inhibitors of human lysosomal alpha-glucosidase | P10253 | purified human GAA, 4-MU-alpha-glucoside fluorescence | Potency, µM (highest dose often 76.9 µM), inactives show at the highest dose activity change, negative = inhibition, hits mostly inhibitors | 200,000 tested, 0.005% active | AID 1466;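 also: plate controls were uninhibited enzyme wells for no effect and no-enzyme background for full effect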
#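 Activity normalized between no-enzyme (basal) and enzyme-only wells. Conditions: 4 nM human enzyme, 400 uM fluorogenic substrate, citrate/phosphate pH 5.0 with Tween-20, 20 min room temperature, compounds up to 77 uM.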
# GAA glycogen mod: inhibitors or activators of human alpha-glucosidase glycogen cleavage; recombinant GAA, glycogen substrate, Amplex Red glucose oxidase fluorescence; Potency, µM (titrated, usually from 76.4 µM), inactives show at the top dose activity change, negative = inhibition, hits mostly inhibitors; 300,000 tested, 0.38% active; AID 2100;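 also: 0% = full enzyme reaction and -100% = no-enzyme basal signal; the screen sought inhibitors and activators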
#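 qHTS, 1536-well; enzyme 4 nM final; cpd up to 77 uM; substrate bovine liver glycogen 30 ug; 50 mM citrate/phosphate pH 5.0, 0.01% Tween-20; 37 C, 40 min; Amplex Red detection 45 min RT; Hill fit → AC50.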
# aGal spleen mod: inhibitors or activators of human alpha-galactosidase in spleen homogenate. human spleen homogenate, 4MU-alpha-Gal fluorescence, 40 min. AID 2107. Potency, µM (doses to about 80 µM), without a hit: top-dose activity change, negative = inhibition, usual class: inhibitors. P06280. 240,000 tested, 0.008% active;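 also: 0% = enzyme with vehicle and -100% = no enzyme basal signal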
#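 qHTS titration in buffer at pH 5.0. Alpha-galactosidase activity in spleen homogenate was measured via 4-methylumbelliferone release from 1 mM fluorogenic substrate after 40 min at 37C and a pH 10 stop. AC50 came from Hill fits of control-normalized data.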
# * hit, by the source's call; ? = inconclusive; . = not tested or not shown; & = joins results of further samples; ! = a repeat was not active; [ ] = dose if it differs, or a comment. Unless noted, calls follow the shape of the dose curve; as a rule, active = well fitted curve in the direction sought with a large enough effect; inconclusive = small, poorly fitted or top-dose-only effect, or another doubt; inactive = no such curve, though single readings can be large; an effect the other way counts as inactive or inconclusive. Potency is read from the fitted curve at half-maximal effect. Only part of the results is shown; rates above refer to the full screens.
# Values run as follows: ALDH1A1 inh	aGal spleen mod	KDM4E inh	GAA inhib	GAA glycogen mod	aGlu spleen mod	SMN2 splice enh	RGS12 GoLoco inh
- O=c1cc(-c2cccc([N+](=O)[O-])c2)[nH][nH]1
    12%	5%	-14%	4%	7%	0%	11%	3%
- COc1cc(C(=O)N2CCN(S(=O)(=O)c3ccc(C)cc3)CC2)ccc1OCc1c(C)noc1C
    4%	-3%	-4%	-35%	-9%	-8%	-19%	3%
- Cc1[nH]nc2c1/C(=N\O)CCC2
    -1%	5%	6%	4%	1%	.	3%	2%
- CN(CCc1ccccn1)C(=O)c1cccnc1Oc1ccccc1
    .	6%	-3%	.	3%	3%	.	-1%
- O=C(O)c1ccccc1C(=O)Nc1ccc(S(=O)(=O)Nc2nccs2)cc1
    -1%	4%	0%	.	.	-11%	3%	5%
- N#Cc1c(NC2CCCCC2)nc(-c2ccco2)c2c1CCCC2
    ?	12%	?	?	5%	-10%	-16%	-4%
- CC(NS(=O)(=O)c1ccccc1)C(c1cccs1)N1CCN(c2ccccc2)CC1 (stereo unspecified)
    ?	1%	?	-7%	-12%	-9%	-41%[inhibitor]	6%
- CC(=O)N1CCCc2cc(S(=O)(=O)Nc3ccc(C)cc3C)ccc21
    ?	-2%	2%	-6%	5%	2%	-27%	1%
- NC(=O)c1cccnc1Oc1ccccc1
    3%	-4%	2%	-4%	0%	-2%	.	5%
- CCOc1ccc(C(NC(=O)c2ccco2)c2ccc(OC)c(OC)c2)cc1 (stereo unspecified)
    -5%	0%	2%	-3%	-1%	-8%	-20%	6%
- N#CCSc1nnc(-c2ccc(S(=O)(=O)N3CCOCC3)cc2)n1CC1CCCO1 (stereo unspecified)
    16%	-6%	-8%	-5%	2%	-7%	-12%	4%
- COC(=O)[C@H](CCSC)NC(=O)NCc1ccc(S(N)(=O)=O)cc1
    8%	-6%	2%	1%[15.4 µM]	9%	-3%	-2%	0%
- COCCn1c(SCC(=O)N2CC(=O)Nc3ccccc32)nc2ccccc2c1=O
    -4%	18%	-6%	8%	11%	3%	?	-3%
- CCOC(=O)CN1NC2(CCCCC2)NC1=S
    -3%	-1%	?	-1%	-20%	-1%	-11%	-4%
- Cn1nccc1NC(=O)Nc1cccc(Cl)c1Cl
    .	-4%	-8%	.	5%	0%	.	10%
- COc1ccccc1N(CC(=O)NCc1ccccc1)S(C)(=O)=O
    14%	1%	7%	0%	1%	0%	3%	4%
- O=C(Nc1nc2ccc(Oc3ccccc3)cc2s1)c1cc([N+](=O)[O-])ccc1N1CCOCC1
    1%	0%	-4%	?	11%	10%	8%	-7%
- COc1cccc2c1OC[C@@H](CO)[C@H]2N(C)C(=O)Nc1ccc(Cl)cc1Cl
    2%	4%	12%	-8%	-5%	-9%	-56%[inhibitor]	3%
- CC(CCc1ccccc1)NC(=O)C1CCN(S(=O)(=O)N2CCCCC2)CC1 (stereo unspecified)
    ?	-7%	4%	-14%	10%	-9%	-26%	-5%
- OC(CNCCc1ccc(C(F)(F)F)cc1)COc1ccc2ccccc2c1 (stereo unspecified)
    -3%	3%	8%	?	1%	3%	-3%	4%
- O=C1CN(C(=O)c2ccccc2)c2ccccc2N1
    0%	-2%	-2%	-7%	-29%	0%	5%	2%
- CCOC(=O)N1CCC(Nc2ncnc3c2cnn3-c2ccc(Cl)cc2)CC1
    ?	20%	6%	-1%	-7%	6%	8%	-2%
- COCCOC(=O)c1sc(=S)n(CCOC)c1N
    10µM*	-11%	?	?	?	-6%	-9%	13µM*
- O=[N+]([O-])c1ccc(N2CCC(O)CC2)nc1
    -42%	-4%	14%	3%	-1%	-7%	14%	-6%
- COc1cc(CC(=O)OCC(=O)NC2CC2)cc(OC)c1OC
    -2%	0%	2%	-9%	-10%	-3%	-10%	-5%
- Cc1nn2c(C)c(C(=O)Nc3ccccc3)cnc2c1C#N
    3%	-10%	1%	-3%	4%	-4%	-9%	-2%
- C=CCn1c(SCC(N)=O)nnc1-c1cnccn1
    .	17%	2%	.	4%	8%	.	-3%
- Cc1cccc(NC(=O)C2CCCN2C(=O)OCC(C)C)c1 (stereo unspecified)
    ?	0%	10%	?	-8%	5%	-8%	-3%
- CN(C)S(=O)(=O)c1ccc(NC=C(C#N)C#N)cc1
    .	4%	?	.	-5%	-7%	.	-7%
- c1ccc2sc(NC3=NCN(CC4CCCO4)CN3)nc2c1 (stereo unspecified)
    6%	-2%	6%	2%	-5%	.	13%	16%
- Cc1c(C(=O)C(=O)N2CCN(C)CC2)c2ccccc2n1C
    1%	0%	-3%	-3%	11%	4%	19%	0%
- Cc1c(C(=O)N2CCCCCC2)oc2ccccc12
    -10%	-4%	6%	-5%	-11%	-3%	9%	5%
- Nc1c(NCc2ccccc2)c2ccccc2oc1=O
    22µM*	-1%	?	-5%	?	2%	-12%	6%
- O=C(Nc1ccc(F)c(Cl)c1)c1nsc(Cl)c1Cl
    -7%	0%	?	1%	12%	-2%	.	6%
- Cc1ccc(C2CC(c3cccs3)=NN2C(=O)c2ccco2)o1 (stereo unspecified)
    ?	-6%	?	9%	2%	-17%	-13%	33%
- COc1ccc(Oc2ncc3nc(-c4ccc(F)cc4)c(=O)n(C4CC4)c3n2)cc1
    ?	29%	.	.	.	10%	.	4%
- CCOC(=O)COc1cccc2c(=O)n(CC(=O)N3CCCCC3)ccc12
    .	3%	?	.	3%	-2%	.	-4%
- COc1cc(OC)cc(C(=O)N[C@H](C(=O)Nc2nc3c(s2)CCCC3)C(C)C)c1
    ?	-4%	-4%	6%	2%	-7%	-10%	11%
- CCSc1ccc2nnc(-c3ccc(F)cc3)n2n1
    ?	-5%	?	-4%	9%	-20%	-21%	5%
- Cc1ccc([N+](=O)[O-])cc1S(=O)(=O)N(C)C
    32µM*!	4%&1%&6%&-1%	4%&1%&-18%	.	.	-3%&-6%&-6%&-1%	-6%&2%&-12%	10%&10%&8%
- O=C(NCc1ccncc1)C(=O)N/N=C/c1ccccc1OCc1ccccc1
    -6%	1%	-2%	1%	-7%	-3%	-38%[inhibitor]	-2%
- O=C(Nc1ccccc1Cl)C1CCN(Cc2cnn(-c3ccccc3)c2-n2cccc2)CC1
    ?	0%	6%	-6%	0%	-4%	-50%[inhibitor]	32%[activator]
- Cc1cccc(CSc2ccc(-c3cccs3)nn2)c1
    -2%	5%	5%	?	-11%[76.3 µM]	2%	20µM*	0%
- Cc1ccc(S(=O)(=O)N(CC(=O)NCc2ccncc2)C2CCCCC2)cc1
    ?	-9%	-4%	-11%	-4%	-4%	2%	8%
- Cc1ccnc(SCC(N)=O)n1
    5%	-2%	1%	3%	11%	-1%	21%	8%
- COc1ccc(CC(=O)NCc2ccccn2)cc1OC
    15%	2%	-10%	-3%	5%	7%	29%	8%
- O=C(NCC(c1cccnc1)N1CCN(c2ccccc2)CC1)OCc1ccccc1 (stereo unspecified)
    -1%	0%	6%	8%	-16%	7%	-82%[inhibitor]	50%[activator]
- CCOc1cccc(OCCCCN2CCOCC2)c1
    ?	-2%	?	-7%	6%	-6%	22%	-6%
- O=C(Nc1nc(-c2cccs2)c(-c2ccccc2)s1)c1ccco1
    ?	-3%	?	-9%	-15%	-8%	-9%	12%
- Cc1cc(N/C(=N\S(=O)(=O)c2ccc(Cl)cc2)c2ccc(F)cc2)no1
    -12%	16%	7%	-4%	-2%	4%	4%	-2%
- Cc1cc(C(=O)N2CCN(S(C)(=O)=O)CC2)sc1-c1ccccc1
    10%	2%	4%	-9%	-3%	3%	-14%	0%
- Cc1ccc(COc2ccc(C(=O)NN)cc2)cc1
    1µM*	-2%	12%	10%	-3%	1%	6%	13%
- Cc1ccc(-n2c(SCC(=O)OC(C)C)nnc2-c2ccco2)cc1
    5%	2%	-1%	0%	-1%	4%	0%	-4%
- COc1c(Br)cc(Br)cc1/C=N/NC(=O)c1ccncc1
    5%	-3%	9%	?	10%	-3%	.	2%
- COC(=O)c1c(-c2ccccc2)csc1NC(=O)c1c(-c2ccccc2)noc1C
    ?	-4%	?	1%	11%	-4%	?	2%
- CCOC(=O)C1CCN(C(=O)COc2ccc(S(=O)(=O)NC(C)C)cc2)CC1
    11%	-2%	1%	0%	4%	-5%	-3%	1%
- Cc1ccc(CNC(=O)CCc2nnc(Cc3ccc(-c4ccccc4)cc3)o2)o1
    ?	3%	0%	7%	6%	0%	1%	-1%
- COc1ccc(-c2nc(SCC(=O)Nc3nccs3)c(-c3ccc(Cl)cc3)[nH]2)cc1
    6%	6%	2%	5%	-6%	-1%	-15%	2%
- Cn1c(=O)cc(N2CCOCC2)[nH]c1=O
    -1%	1%	2%	.	-1%	-1%	.	6%
- COc1ccc(N2C(=O)C3CCCN3C2c2ccccc2Cl)cc1 (stereo unspecified)
    10µM*	7%	?	-8%	20%	11%	-4%	26%

# Next section
# Values run as follows: ALDH1A1 inh	aGal spleen mod	KDM4E inh	GAA inhib	GAA glycogen mod	aGlu spleen mod	SMN2 splice enh	RGS12 GoLoco inh
- COc1cc(-c2ccc(NC(=O)c3ccc(C)cc3)c(OC)c2)ccc1NC(=O)c1ccc(C)cc1
    ?	5%	2%	11%	5%	-2%	-9%	6%
- O=C(N/N=C/c1ccc(N2CCOCC2)c([N+](=O)[O-])c1)c1ccc(F)cc1
    5µM*	1%	3%	?	3%	4%	-12%	-4%
- O=C(CSCc1ccc(Cl)cc1)Nc1ccc(-c2nnc(-c3ccccc3)o2)cc1
    -1%	-10%	?	-3%	-5%	-16%	.	.
- C=CCC(CC=C)(C(=O)O)c1ccccc1
    23%	-3%	3%	-5%	9%	-2%	14%	5%
- O=C(NN1CCOCC1)c1ccc(Cl)cc1
    15%	-3%	-4%	-2%	2%	2%	9%	8%
- O=C(CCC(=O)Nc1ccc(F)cc1)N/N=C/c1c[nH]c2ccccc12
    6%	-1%	0%	2%	5%	-10%	2%	8%
- C1=C(CN2CCOCC2)COc2c1cccc2OC[C@@H]1CNCCO1
    8%	-2%	0%	.	.	1%	.	6%
- Cc1cccc(NC(=O)Cc2noc3ccccc23)c1
    8%	10%	3%	0%	-11%	7%	13µM*	3%

# Screening data: PubChem BioAssay, National Center for Advancing Translational Sciences (NCATS)
